U2OS ROS induce = raises reactive oxygen species in U2OS cancer cells. ROS induction (% of piperlongumine), % at 10 µM. 46,000 tested, 2% active. U2OS ROS induction, H2DCF-DA fluorescence; in the data active = ROS induction above about 79%, passing the limit was not always enough; inconclusive = no clear call, values can overlap the other calls;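 note: 0% = DMSO vehicle median and 100% = reference compound median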
Starred values were filed as active, the others as inactive; ? = inconclusive. This is a subset, so the mix of outcomes need not match the whole.

SMILES	U2OS ROS induce
COC(=O)CCCCCCC(=O)N/N=C/c1ccccn1	25
C[C@H](CO)N1C[C@H](C)[C@H](CN(C)Cc2ccc(Cl)c(Cl)c2)Oc2ccc(NC(=O)Nc3ccccc3)cc2C1=O	11
O=S1(=O)N=C(N(Cc2ccccc2O)c2ccc(Cl)cc2)c2ccccc21	73
C[C@@H]1CN([C@H](C)CO)C(=O)Cc2cc(NC(=O)Cc3cn(C)c4ccccc34)ccc2O[C@H]1CN(C)Cc1ccncc1	8
COC(=O)[C@H](Cc1ccc(O)cc1)NC(=O)c1cccc(Cl)c1	14
CC(=O)OCC1=C[C@H](O)[C@@H]2C(C(=O)O)=CO[C@@H](O[C@@H]3O[C@H](CO)[C@@H](O)[C@H](O)[C@H]3O)[C@H]12	0
CC(C)COc1ccc2c3c(c(=O)oc2c1)CCCC3	22
Clc1ccc(-c2nnc(SCC3CC3)o2)cc1	8
COc1c2ccoc2nc2c(OC)c(OCC(O)C(C)(C)O)ccc12 (stereo unspecified)	-3
CCCCC(CC)C(=O)Nc1cc(OC)ccc1OC (stereo unspecified)	-24
C[C@H]1CN([C@@H](C)CO)C(=O)Cc2cc(NC(=O)Cc3cn(C)c4ccccc34)ccc2O[C@H]1CN(C)C(=O)NC1CCCCC1	44
Cc1ccc(S(=O)(=O)Nc2ccc3c(c2)CC(=O)N([C@@H](C)CO)C[C@H](C)[C@H](CN(C)S(=O)(=O)c2ccc(F)cc2)O3)cc1	22
Cc1ccc(S(=O)(=O)N(C)C[C@@H]2Oc3ccc(NC(=O)Cn4cnnn4)cc3C(=O)N([C@@H](C)CO)C[C@H]2C)cc1	3
Cc1ccc(S(=O)(=O)Nc2cccc3c2O[C@H](CN(C)C(=O)Nc2c(C)noc2C)[C@@H](C)CN([C@H](C)CO)C3=O)cc1	-7
C[C@H]1CN([C@@H](C)CO)C(=O)c2cc(NC(=O)NC3CCCCC3)ccc2O[C@@H]1CN(C)S(=O)(=O)c1cn(C)cn1	4
CC(C)NC(=O)N(C)C[C@@H]1Oc2ccc(NS(=O)(=O)c3ccc(F)cc3)cc2C(=O)N([C@@H](C)CO)C[C@H]1C	-23
CC(=O)OCC(=O)[C@@]12OC(C)(C)O[C@@H]1CC1C3C[C@H](F)C4=CC(=O)C=C[C@]4(C)[C@@]3(F)[C@@H](O)C[C@@]12C (stereo partly specified)	16
C[C@H]1CN([C@@H](C)CO)C(=O)c2cc(NC(=O)Cc3cn(C)c4ccccc34)ccc2O[C@H]1CN(C)C(=O)Nc1ccc(C(F)(F)F)cc1	5
C[C@H]1CN([C@@H](C)CO)C(=O)c2cccc(NS(=O)(=O)c3ccc(Cl)cc3)c2O[C@@H]1CN(C)C(=O)Nc1ccc2c(c1)OCO2	13
COc1ccc(NC(=O)Nc2cccc3c2O[C@@H](CN(C)C(=O)Nc2ccc(F)cc2)[C@H](C)CN([C@@H](C)CO)C3=O)cc1	-7

Some of the entries so far, as labelled records:
> CC(=O)OCC(=O)[C@@]12OC(C)(C)O[C@@H]1CC1C3C[C@H](F)C4=CC(=O)C=C[C@]4(C)[C@@]3(F)[C@@H](O)C[C@@]12C (stereo partly specified)
  U2OS ROS induce: 16

> C[C@H]1CN([C@@H](C)CO)C(=O)c2cc(NC(=O)Cc3cn(C)c4ccccc34)ccc2O[C@H]1CN(C)C(=O)Nc1ccc(C(F)(F)F)cc1
  U2OS ROS induce: 5

> C[C@H]1CN([C@@H](C)CO)C(=O)c2cccc(NS(=O)(=O)c3ccc(Cl)cc3)c2O[C@@H]1CN(C)C(=O)Nc1ccc2c(c1)OCO2
  U2OS ROS induce: 13

> COc1ccc(NC(=O)Nc2cccc3c2O[C@@H](CN(C)C(=O)Nc2ccc(F)cc2)[C@H](C)CN([C@@H](C)CO)C3=O)cc1
  U2OS ROS induce: -7

Next entries
SMILES	U2OS ROS induce
C#CCOc1ccc(/C=N/NC(=O)c2cccc(C(=O)NO)c2)cc1	-10
C[C@H](CO)N1C[C@H](C)[C@H](CN(C)C(=O)Nc2ccc(C(F)(F)F)cc2)Oc2ccc(NC(=O)Cc3ccccc3)cc2C1=O	1
Cc1ccc(S(=O)(=O)N(C)C[C@H]2Oc3c(cccc3N(C)C)C(=O)N([C@H](C)CO)C[C@@H]2C)cc1	5
C[C@@H]1CN([C@H](C)CO)C(=O)c2cc(NS(=O)(=O)c3ccccc3)ccc2O[C@H]1CN(C)S(=O)(=O)c1ccc(Cl)cc1	8
C[C@@H]1CCCCO[C@H](CN(C)C(=O)c2ccccc2)[C@@H](C)CN([C@H](C)CO)C(=O)c2cc(NC(=O)Nc3ccc(F)cc3)ccc2O1	5
[N-]=[N+]=NCc1ccccc1C[C@]1(C(=O)N2CCCCC2)N=C(c2ccc(OCCCO)cc2)O[C@H]1c1ccccc1	155*
C[C@H](CO)N1C[C@H](C)[C@@H](CN(C)S(=O)(=O)c2cccs2)Oc2ccc(NC(=O)Nc3ccc(C(F)(F)F)cc3)cc2C1=O	1
Cc1ccc(NC(=O)CSc2nnc(-c3ccccc3)n2-c2ccccc2)cc1Cl	-9
Cc1ccc(S(=O)(=O)N(C)C[C@@H]2Oc3ccc(NC(=O)c4ccncc4)cc3C(=O)N([C@H](C)CO)C[C@H]2C)cc1	-1
C[C@H](CO)N1C[C@H](C)[C@@H](CN(C)Cc2ccncc2)Oc2c(NC(=O)C3CC3)cccc2C1=O	40
CCn1nnc(NC(=O)COc2ccc(Cl)cc2C)n1	2
C[C@H]1CN([C@@H](C)CO)C(=O)c2cccc(NC(=O)C3CCCCC3)c2O[C@@H]1CN(C)Cc1ccc(Oc2ccccc2)cc1	50
CS(=O)(=O)N(CC(=O)Nc1ccc(Oc2ccccc2)cc1)c1cc(Cl)c(Cl)cc1Cl	11
C[C@@H]1CN([C@H](C)CO)C(=O)c2cccc(NC(=O)C3CC3)c2O[C@@H]1CN(C)C(=O)Nc1ccc(C(F)(F)F)cc1	28
O=C(CN1CC(=O)Oc2ccccc21)Nc1ccc(O)cc1	-10
C[C@@H]1CN([C@@H](C)CO)C(=O)c2cccc(NC(=O)C3CC3)c2O[C@H]1CN(C)C(=O)Nc1ccc(F)cc1	-11
Cc1onc(-c2c(F)cccc2Cl)c1C(=O)NCCCN1CCOCC1	40
O=C(O)/C=C/c1ccc(N2C(=O)CC(Cc3ccccc3)C2=O)cc1 (stereo unspecified)	-1
Cc1noc(C)c1S(=O)(=O)Nc1ccc2c(c1)C(=O)N([C@H](C)CO)C[C@H](C)[C@@H](CN(C)Cc1ccc(-c3ccccc3)cc1)O2	46
CCc1cccc(C)c1NC(=O)CSc1nc2ccccc2c(=O)n1-c1ccc(C)cc1	-6

Two entries from above, as labelled records:
CC(C)NC(=O)N(C)C[C@@H]1Oc2ccc(NS(=O)(=O)c3ccc(F)cc3)cc2C(=O)N([C@@H](C)CO)C[C@H]1C
  U2OS ROS induce: -23

CC(=O)OCC(=O)[C@@]12OC(C)(C)O[C@@H]1CC1C3C[C@H](F)C4=CC(=O)C=C[C@]4(C)[C@@]3(F)[C@@H](O)C[C@@]12C (stereo partly specified)
  U2OS ROS induce: 16

2 entries from above in another layout.
C[C@@H]1CCCCO[C@H](CN(C)C(=O)c2ccccc2)[C@@H](C)CN([C@H](C)CO)C(=O)c2cc(NC(=O)Nc3ccc(F)cc3)ccc2O1
  U2OS ROS induce = 5

[N-]=[N+]=NCc1ccccc1C[C@]1(C(=O)N2CCCCC2)N=C(c2ccc(OCCCO)cc2)O[C@H]1c1ccccc1
  U2OS ROS induce = 155*

Continued.
SMILES	U2OS ROS induce
C=CCn1c(O)c(C2=c3ccccc3=NC2=O)sc1=S	3
C[C@@H]1CN([C@@H](C)CO)C(=O)c2cccc(NS(=O)(=O)c3ccc(Cl)cc3)c2O[C@@H]1CN(C)Cc1ccc(Oc2ccccc2)cc1	71
CNC[C@@H]1Oc2ccc(NC(=O)Nc3cccc4ccccc34)cc2CC(=O)N([C@H](C)CO)C[C@H]1C	-1
Cc1ccc(-n2nc(C(F)(F)F)cc2-c2cccs2)cc1	1
C[C@H]1CN([C@@H](C)CO)C(=O)c2cc(NC(=O)Cc3ccccc3)ccc2O[C@H]1CN(C)S(=O)(=O)c1ccc(Cl)cc1	2
C[C@H](CO)N1C[C@H](C)[C@H](CN(C)S(C)(=O)=O)Oc2ccc(NC(=O)C3CCCCC3)cc2CC1=O	2
CC(C)=CCC[C@](C)(O[C@@H]1O[C@H](CO[C@@H]2O[C@@H](CO)[C@H](O)[C@H]2O)[C@@H](O)[C@H](O)[C@H]1O)[C@H]1CC[C@]2(C)C1[C@H](O)CC1[C@@]3(C)CC[C@H](O[C@@H]4O[C@H](CO)[C@@H](O)[C@H](O)[C@H]4O[C@@H]4O[C@H](CO)[C@@H](O)[C@H](O)[C@H]4O)C(C)(C)C3CC[C@]12C (stereo partly specified)	-13
CC(=O)OCC(=O)[C@@]1(O)CCC2C3CCC4=CC(=O)CC[C@]4(C)[C@@]3(F)[C@@H](O)C[C@@]21C (stereo partly specified)	-17
C[C@@H]1C[C@@H]2O[C@H]2/C=C/C=C\C(=O)Cc2c(Cl)c(O)cc(O)c2C(=O)O1	140*
C[C@@H]1CN([C@H](C)CO)C(=O)c2cccc(NC(=O)Nc3ccc4c(c3)OCO4)c2O[C@H]1CN(C)Cc1ccc(Oc2ccccc2)cc1	11
C[C@H]1CN([C@@H](C)CO)C(=O)CCCn2cc(nn2)CO[C@H]1CN(C)C(=O)C1CCCCC1	-7
CCn1c(SCc2nc3ccccc3[nH]2)nnc1-c1cccc(Cl)c1	3
Cc1nc(SCC(N)=O)c(C(N)=O)c(C)c1C	-24
O=C(CC1(O)C(=O)Nc2ccccc21)C1CC2C=CC1C2 (stereo unspecified)	-8
O=C(N/N=C/c1c(O)cc(O)cc1O)c1ccccc1O	-14
C[C@@H]1CN([C@@H](C)CO)C(=O)c2cccc(NC(=O)c3ccc(-c4nccs4)cc3)c2O[C@H]1CN(C)Cc1ccc2c(c1)OCO2	40
C[C@@H]1CN([C@H](C)CO)C(=O)c2cc(NC(=O)Nc3cccc4ccccc34)ccc2O[C@@H]1CN(C)Cc1ccccc1	-1
CO[C@H]1C[C@H](O[C@H]2[C@H](C)[C@@H](O[C@@H]3O[C@H](C)C[C@H](N(C)C)[C@@H]3OC(C)=O)[C@@H](C)C[C@]3(CO3)C(=O)[C@H](C)[C@@H](OC(C)=O)[C@@H](C)[C@@H](C)OC(=O)[C@@H]2C)O[C@@H](C)[C@@H]1OC(C)=O	-1
C[C@H](CO)N1C[C@H](C)[C@@H](CN(C)CC2CCCCC2)Oc2c(NS(=O)(=O)c3ccc(F)cc3)cccc2C1=O	0
C[C@H](CO)N1C[C@H](C)[C@@H](CN(C)Cc2ccc(-c3ccccc3)cc2)Oc2ccc(NC(=O)NC3CCCCC3)cc2C1=O	?

Random excerpt: 2 entries already listed
SMILES	U2OS ROS induce
O=C(CC1(O)C(=O)Nc2ccccc21)C1CC2C=CC1C2 (stereo unspecified)	-8
Cc1ccc(-n2nc(C(F)(F)F)cc2-c2cccs2)cc1	1

Other entries follow.
SMILES	U2OS ROS induce
COc1ccc(CN(C)C[C@@H]2Oc3c(NC(=O)Nc4ccc(F)cc4)cccc3C(=O)N([C@@H](C)CO)C[C@H]2C)cc1	14
CCOc1cc(C(=O)Nc2cc(Cl)ccc2OC)cc(OCC)c1OCC	9
COC(=O)/C=C1/C(=O)N/C(=N\c2nc(C)cc(C)n2)N1c1cccc(C)c1	103*
COC(=O)c1cc(S(=O)(=O)N2CCN(c3cccc(C(F)(F)F)c3)CC2)cn1C	-7
COc1ccc(NC(=O)Nc2ccc3c(c2)C(=O)N([C@H](C)CO)C[C@H](C)[C@@H](CN(C)Cc2ccc(Cl)c(Cl)c2)O3)cc1	14
COc1ccc(OCC(=O)Nc2ccc(NC(=O)c3ccco3)c(OC)c2)cc1	13
Cc1cc(C)c(OCC(O)Cn2cnc3ccccc32)c(C)c1 (stereo unspecified)	-5
CCc1cccc(CC)c1NC(=O)COc1ccccc1C(=O)N1CCOCC1	17
O=S(=O)(c1ccccc1)N(CCO)Cc1ccccc1	-9
CCC(=O)c1cn(S(=O)(=O)c2ccc(C)cc2)c2ccccc12	14
Cc1ccc(Cn2c(SCc3cccc(C(F)(F)F)c3)nc3ccncc32)cc1	1
c1ccc(-c2cc3ccsc3o2)cc1	58
Cc1ccc(S(=O)(=O)Nc2ccc3c(c2)C(=O)N([C@H](C)CO)C[C@H](C)[C@@H](CN(C)S(=O)(=O)c2ccc(C)cc2)O3)cc1	10
Cc1ccc(S(=O)(=O)Nc2cccc3c2O[C@H](CN(C)Cc2ccc(Cl)c(Cl)c2)[C@H](C)CN([C@H](C)CO)C3=O)cc1	13
COc1ccc(NC(=O)N(C)C[C@@H]2Oc3ccc(N(C)C)cc3C(=O)N([C@@H](C)CO)C[C@H]2C)cc1	-12
CC(C)NC(=O)Nc1ccc2c(c1)C(=O)N([C@H](C)CO)C[C@H](C)[C@@H](CN(C)S(=O)(=O)c1cn(C)cn1)O2	-7
O=C(COc1ccc(C2CCCCC2)cc1)Nc1cccc(-c2nc3ncccc3o2)c1	3
CC(=O)Nc1cc(C(=O)c2ccc(Cl)cc2)nn(-c2ccccc2)c1=O	?
Cc1ccc([N+](=O)[O-])cc1N(CC(=O)Nc1ccc(I)cc1)S(C)(=O)=O	7
Cc1noc(C)c1NC(=O)N(C)C[C@@H]1OCCCC[C@@H](C)Oc2ccc(NS(=O)(=O)c3ccc(Cl)cc3)cc2C(=O)N([C@H](C)CO)C[C@@H]1C	-1
CCCN1CCC(N2CCCC(C(=O)N(C)CCc3ccc(OC)c(OC)c3)C2)CC1 (stereo unspecified)	-13
Cc1noc(C)c1NC(=O)Nc1ccc2c(c1)C(=O)N([C@H](C)CO)C[C@@H](C)[C@H](CN(C)C(=O)Nc1ccccc1)O2	-15
C[C@@H]1CN([C@@H](C)CO)C(=O)c2cccc(NS(=O)(=O)c3ccc(F)cc3)c2O[C@@H]1CN(C)CC1CC1	5
O=C(CSc1nc2ccccc2c(=O)[nH]1)Nc1ccc(Br)cc1	28
C[C@H](CO)N1C[C@H](C)[C@H](CN(C)C(=O)Nc2cccc3ccccc23)Oc2ccc(NS(=O)(=O)c3ccccc3)cc2CC1=O	-1
Cc1noc(C)c1NC(=O)N(C)C[C@H]1Oc2ccc(NC(=O)Cc3ccccc3)cc2C(=O)N([C@@H](C)CO)C[C@H]1C	2
COC(=O)c1ccn(COc2ccccc2Cl)n1	-16
O=C(NO)c1cccc(C(=O)N/N=C/c2cccc(Oc3ccccc3)c2)c1	-6
